GBA enhancer: GBA activity enhancers in patient fibroblasts, primary screen, cell-based | L444P Gaucher fibroblasts, 4-MU-glucoside fluorescence, 3 days | activation, % at 10 µM | actives 0.44% (n = 30,000) | AID 784, 2007; in the data active = activation above about 65%;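 also: 0% = vehicle wells and 100% = positive control wells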
Target sequence (P04062 whole entry L483P): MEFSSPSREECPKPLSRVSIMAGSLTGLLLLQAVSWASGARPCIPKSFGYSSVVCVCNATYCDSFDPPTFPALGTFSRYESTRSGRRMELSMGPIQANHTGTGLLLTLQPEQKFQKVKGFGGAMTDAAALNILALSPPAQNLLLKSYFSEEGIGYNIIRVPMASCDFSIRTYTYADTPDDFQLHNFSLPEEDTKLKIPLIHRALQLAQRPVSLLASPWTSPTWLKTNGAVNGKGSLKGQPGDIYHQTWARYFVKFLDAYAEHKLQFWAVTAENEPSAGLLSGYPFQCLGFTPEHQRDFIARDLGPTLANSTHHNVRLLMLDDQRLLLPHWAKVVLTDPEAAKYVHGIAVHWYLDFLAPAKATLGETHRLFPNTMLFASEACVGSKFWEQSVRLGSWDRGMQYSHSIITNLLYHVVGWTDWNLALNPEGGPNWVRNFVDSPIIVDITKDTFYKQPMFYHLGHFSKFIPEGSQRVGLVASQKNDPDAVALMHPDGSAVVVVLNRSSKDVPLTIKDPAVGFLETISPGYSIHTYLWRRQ
The depositor's hits bear a star. An excerpt; rates above refer to the full screens.

SMILES	GBA enhancer
COC(=O)c1[nH]c2ccc(F)cc2c1NS(=O)(=O)c1ccc(OC)cc1OC	-4
CCCCn1c(SCC(=O)NC(C)(C)C)nnc1-c1ccco1	-2
O=C1c2cccc3cccc(c23)N1CN1CCN(c2ccccn2)CC1	7
Cc1ccc(NC(=O)NC2(C(=O)NCc3ccco3)CCCCC2)cc1	-18
COC(=O)c1c(NC(=O)CSc2nnc(Cn3nnc4ccccc43)n2C)sc(C)c1C	-3
CC(=O)Nc1cccc(OCC(O)Cn2cnc3ccccc32)c1 (stereo not given)	-12
Cc1ccc(S(=O)(=O)N2CCN(C(=O)CN3CCOCC3)C2C(C)C)cc1 (stereo not given)	-23
N#Cc1c2n(c3c(=O)n(Cc4ccccc4Cl)cnc13)CCCC2	-4
Cc1cccc(-n2c(N)c(C(=O)NCCN3CCOCC3)c3nc4ccccc4nc32)c1	16
Cc1noc(C)c1C(=O)OCC(=O)c1ccc[nH]1	2
Cc1ccc(N2C(N)=NC(N)=NC23CCCC3)c(C)c1	-8
O=C(Nc1cccc(Cl)c1N1CCCCC1)c1ccc2c(c1)OCCO2	-6
O=S(=O)(c1ccc(Oc2ccc(Br)cc2F)nc1)N1CCCCC1	50
Cn1c(O)c(C=NC(CC(N)=O)C(=O)O)c(=O)n(C)c1=O (stereo not given)	-9
COCCN(Cc1cc2ccccc2[nH]c1=O)C(=O)c1ccccc1OC	-6
CCc1nnc(NC(=O)CSc2nnc(-c3cc4ccccc4cc3O)n2CC)s1	-8
COc1ccc(NC(=O)CCc2nc(-c3ccc(C)cc3)no2)cc1Cl	-2
CCOC(=O)C1C(=O)OC2(CCCC2)C1C(=O)OCC (stereo not given)	1
COC(=O)c1ccc(CC(=O)c2ccc(O)cc2O)o1	-1
CCC(=O)N(Cc1cc2ccccc2[nH]c1=O)C(C)C	-23
COc1cc(OC)cc(N(C(=O)c2ccco2)C(C(=O)NC2CCCC2)c2ccc(N(C)C)cc2)c1 (stereo not given)	12
COc1cc(CC(=O)Nc2ccc(S(=O)(=O)Nc3ncccn3)cc2)cc(OC)c1OC	-5
COCCNC(=O)C(c1cccs1)N(C(=O)Cn1nnc2ccccc21)c1cccc(C(C)=O)c1 (stereo not given)	-6
Cc1ccc(Cl)cc1N1CCN(C(=O)CN2C(=O)c3cccc4cccc2c34)CC1	-43
O=C(CC(C(=O)N1CCc2ccccc21)n1ccnc1)NCC1CCCO1 (stereo not given)	-39
COc1ccc(NC(=O)c2ccc(NS(=O)(=O)c3c(C)noc3C)cc2)cc1OC	8
CCOc1ccc(Nc2oc(-c3ccco3)nc2C#N)cc1	6
O=C(Nc1ccc2c(c1)OCO2)Oc1ccccc1	-16
COCc1nc(-c2ccc(-c3ccccc3)nc2OC)no1	-11
COc1cccc(-c2nc(CS(=O)(=O)CC(=O)NCCCN3CCc4ccccc4C3)c(C)o2)c1	10
Cc1nnc(SCC(=O)Nc2sc3c(c2C#N)CCCC3)[nH]c1=O	-31
Cc1cc(=O)n(CC(C)O)c(O)c1C#N (stereo not given)	-36
Clc1ccc(Cn2cc(/C=N/n3cnnc3)c3ccccc32)cc1	-6
CCc1n[nH]c(=O)n1Cn1c(CC)n[nH]c1=O	-4
Nc1cccc2c1C(=O)N(C(=O)c1ccc(S(=O)(=O)N3CCCCCC3)cc1)C2=O	-10
O=C(Nc1cccc(S(=O)(=O)c2cccc(NC(=O)C3CC3)c2)c1)C1CC1	-2
CCCc1nnc(NC(=O)CCCC(=O)O)s1	10
Cc1ccc(-c2c3c(=O)n(C)c(=O)n(C)c3cn2Cc2ccccn2)cc1	1
CCCn1c(SCC(=O)Nc2cccc(NC(C)=O)c2)nnc1C(C)C	-2
N#CC1=C(N)OC2=C(C(=O)CCC2)C1c1ccncc1 (stereo not given)	2
COc1ccccc1N(CC(=O)Nc1cccnc1)S(C)(=O)=O	-9
Cc1cc(C(=O)NCc2cccnc2)cs1	-10
CCSc1nc2c(c(=O)[nH]1)C(c1ccncc1)C(C(=O)OC(C)C)=C(C)N2 (stereo not given)	-44
CCC1CCc2c(sc3ncnc(N4CCOCC4)c23)C1 (stereo not given)	-29
CN(C)S(=O)(=O)CC12CCC(CC1=O)C2(C)C (stereo not given)	-6
CCOc1ccc(OCC)c(NC(=O)c2[nH]c(C)c(C(C)=O)c2C)c1	3
C[C@@H]1C[C@H](O)c2cc(Cl)ccc2N1	-26
CCOC(=O)Cn1nc(-c2ccc(Cl)cc2)ccc1=O	42
Cc1cc(/C=N/n2cnnc2)c(C)n1-c1ccc(OCc2ccc(F)cc2)cc1	0
COCc1nnc(NC(=O)c2sc3ccccc3c2Cl)s1	16
CN(c1ccccc1C(=O)Nc1cccc(C(F)(F)F)c1)S(C)(=O)=O	-7
CCOc1ccccc1NC(=O)NC1(C(=O)N2CCN3CCCC3C2)CCCCC1 (stereo not given)	-14
O=C(NC1CC1)C1CC(=O)N(C2CCCCC2)C1 (stereo not given)	48
O=C(CCCCCN1C(=O)c2ccccc2C1=O)NCc1ccccn1	17
Cc1ccc(C(OC(=O)c2ccco2)C(=O)NCc2cccs2)cc1 (stereo not given)	12
O=C(CC(c1ccc(F)cc1)c1ccco1)N1CCOCC1 (stereo not given)	27
C=CCSc1nnc2c(n1)OC=Nc1ccc(Br)cc1-2	-15
CCO/C=C/C(=O)N(C)CCC#N	-4
CCOc1ccc(S(=O)(=O)N2CCN(c3ccccc3OC)CC2)c2cccnc12	-8
CSc1cccc(NC(=O)CSc2ccccc2)c1	-12

As a working copy, 28 of the compounds above:
SMILES	GBA enhancer
Clc1ccc(Cn2cc(/C=N/n3cnnc3)c3ccccc32)cc1	-6
CCc1n[nH]c(=O)n1Cn1c(CC)n[nH]c1=O	-4
Nc1cccc2c1C(=O)N(C(=O)c1ccc(S(=O)(=O)N3CCCCCC3)cc1)C2=O	-10
O=C(Nc1cccc(S(=O)(=O)c2cccc(NC(=O)C3CC3)c2)c1)C1CC1	-2
CCCc1nnc(NC(=O)CCCC(=O)O)s1	10
Cc1ccc(-c2c3c(=O)n(C)c(=O)n(C)c3cn2Cc2ccccn2)cc1	1
CCCn1c(SCC(=O)Nc2cccc(NC(C)=O)c2)nnc1C(C)C	-2
N#CC1=C(N)OC2=C(C(=O)CCC2)C1c1ccncc1 (stereo not given)	2
COc1ccccc1N(CC(=O)Nc1cccnc1)S(C)(=O)=O	-9
Cc1cc(C(=O)NCc2cccnc2)cs1	-10
CCSc1nc2c(c(=O)[nH]1)C(c1ccncc1)C(C(=O)OC(C)C)=C(C)N2 (stereo not given)	-44
CCC1CCc2c(sc3ncnc(N4CCOCC4)c23)C1 (stereo not given)	-29
CN(C)S(=O)(=O)CC12CCC(CC1=O)C2(C)C (stereo not given)	-6
CCOc1ccc(OCC)c(NC(=O)c2[nH]c(C)c(C(C)=O)c2C)c1	3
C[C@@H]1C[C@H](O)c2cc(Cl)ccc2N1	-26
CCOC(=O)Cn1nc(-c2ccc(Cl)cc2)ccc1=O	42
Cc1cc(/C=N/n2cnnc2)c(C)n1-c1ccc(OCc2ccc(F)cc2)cc1	0
COCc1nnc(NC(=O)c2sc3ccccc3c2Cl)s1	16
CN(c1ccccc1C(=O)Nc1cccc(C(F)(F)F)c1)S(C)(=O)=O	-7
CCOc1ccccc1NC(=O)NC1(C(=O)N2CCN3CCCC3C2)CCCCC1 (stereo not given)	-14
O=C(NC1CC1)C1CC(=O)N(C2CCCCC2)C1 (stereo not given)	48
O=C(CCCCCN1C(=O)c2ccccc2C1=O)NCc1ccccn1	17
Cc1ccc(C(OC(=O)c2ccco2)C(=O)NCc2cccs2)cc1 (stereo not given)	12
O=C(CC(c1ccc(F)cc1)c1ccco1)N1CCOCC1 (stereo not given)	27
C=CCSc1nnc2c(n1)OC=Nc1ccc(Br)cc1-2	-15
CCO/C=C/C(=O)N(C)CCC#N	-4
CCOc1ccc(S(=O)(=O)N2CCN(c3ccccc3OC)CC2)c2cccnc12	-8
CSc1cccc(NC(=O)CSc2ccccc2)c1	-12

Remaining list, next part
SMILES	GBA enhancer
Cc1cc(C)cc(NC(=O)CSc2nnc(-c3ccccc3Br)o2)c1	-12
CCOC(=O)c1cnc2ccc(C(=O)OC)cc2c1NCc1ccco1	24
Cc1ccccc1CSc1nnc(-c2ccccn2)n1N	-39
Cc1nc(SCC(C)C)[nH]c(=O)c1Cc1ccccc1	0
CC(C)c1nc(SCc2ccccn2)c2c(=O)n(C)c(=O)n(C)c2n1	-8
O=C(Cc1cn2ccsc2n1)OCc1ccccc1	-8
N#Cc1nc(-c2ccccc2)oc1NCCN1CCCCC1	-37
Nc1cccc(C(=O)Nc2ccco2)c1	-41
Cc1ccc(S(=O)(=O)n2nc(OC(=O)C3CCCCC3)cc2N)cc1	1
O=C(OCn1nnc2ccccc2c1=O)c1cccnc1	6
COC(=O)C1=C(C)OC(N)=C(C#N)C1c1cc(OC)ccc1OC (stereo not given)	-6
COCCn1c(C)c(C(=O)O)sc1=S	22
CCc1cc(=O)oc2cc(OCc3nn[nH]n3)ccc12	-4
CCOC(=O)C1=C(C)NC(C)=C(C(=O)OCC)C1c1cc(N)ccc1OC(F)F	-5
COc1cc(COCC(O)CN2CCOCC2)cc(OC)c1OC (stereo not given)	-4
Cc1onc(-c2ccccc2Cl)c1C(=O)N1CCN(c2ccccc2)CC1	4
CCCCOc1ccc(-c2nnn(C(C)C(=O)OCC)n2)cc1 (stereo not given)	-5
O=C(O)C1CCCN1C(=O)OCc1ccccc1 (stereo not given)	1
CCOCCCNC(=O)C1CCN(S(=O)(=O)N2CCCCC2)CC1	-3
Cc1ccc(S(=O)(=O)N2CCN(C(=O)c3ccccc3)C2C(C)C)cc1 (stereo not given)	-29
O=C1CSC(c2cn(-c3ccccc3)nc2-c2ccccc2)N1Cc1ccco1 (stereo not given)	-5
COc1ccc(OC)c(-c2nnc(SCC(=O)N3CCCc4ccccc43)o2)c1	-5
COC(=O)c1ccc(CN2C(=O)c3ccccc3S2(=O)=O)cc1	-18
CCCCc1nc2c(=O)[nH]c3ccccc3c2o1	-9
Cc1cc(C)nc(N2CCCC(C(=O)Nc3ccc4nc(C)c(C)nc4c3)C2)n1 (stereo not given)	-6
CN(Cc1ccccc1)C(=O)C1CCN(Cc2ccc(F)cc2)CC1	-8
c1coc(CSCc2cn3cccnc3n2)c1	-3
O=C1OCCC1Sc1ncnc2sc3c(c12)CCC3 (stereo not given)	-27
Oc1ccc(N2CCN(c3ncnc4sc5c(c34)CCC5)CC2)cc1	17
CSC1=NC2(CCCCC2)C2=C(CCCC2)N1	-17
O=C(CCNS(=O)(=O)c1ccc(Br)cc1)NCc1ccc2c(c1)OCO2	-1
O=C(CSc1ccccc1C(=O)NCCCN1CCCC1=O)NCc1ccco1	-3
O=C(CCNC(=O)Cn1cnc2ccccc2c1=O)NCC1COc2ccccc2O1 (stereo not given)	-46
COc1ccc(C(=O)O)cc1S(=O)(=O)Nc1cccc(C)c1	3
Cc1ccc(C(=O)CSc2nnc(-c3ccco3)o2)o1	-12
Cc1ccc(N2CCN(c3ccc(C)cc3)C2c2ccncc2)cc1	3
CCOC(=O)c1c(NC(=O)CSc2n[nH]c(-c3ccco3)n2)sc(C)c1C	-4
Cc1ccc(NC(=O)NCCCN2CCOCC2)cc1	-6
COC(=O)c1cn(C)c2ccc(S(=O)(=O)N3CCCC3)cc2c1=O	10
Cc1cc(=O)n2nc(N3CCCC(C(=O)N4CCN(C)CC4)C3)sc2n1 (stereo not given)	-11
COc1ccc(Cl)c(S(=O)(=O)N2CCCC2)c1	-6
COc1cccc(CN(Cc2cccnc2)S(=O)(=O)c2ccc(-n3cnnn3)c(C)c2)c1OC	-13
CC1=CC(C)(C)C(C(=O)O)C(C(=O)O)C1 (stereo not given)	3
Cc1cc(C(=O)NCCCn2ccnc2)sc1-c1ccccc1	-5
O=C(c1cccnc1)N1C2C=CC(C2)C1(C(F)(F)F)C(F)(F)F (stereo not given)	-39
C=CCc1ccccc1OCC(O)CN1CCN(c2ccccc2F)CC1 (stereo not given)	-29
O=C(Nc1n[nH]c(C2CCCCC2)n1)C1CCCCC1	-1
CNc1nc2sc3c(c2c(=O)n1C)CC(C)(C)SC3	-13
CCc1c(C)nc2ncnn2c1N1CCC(C(=O)Nc2ccc(C)cc2)CC1	9
COc1ncnc2sc(-c3ccccc3)cc12	34
CCCc1cc(C(N)=O)c(NC(C)=O)s1	-23
COc1cccc(C2C3=C(CCCC3=O)Nc3nc(-c4cc(OC)c(OC)c(OC)c4)nn32)c1 (stereo not given)	-21
Oc1ccccc1-c1nnc(-c2ccc(C(F)(F)F)cc2)o1	-44
Cc1cc(C)n(-c2ccc(C(=O)NC(C)C)cc2)n1	9
CCOC(=O)c1cnc(SCc2nc(N)nc(Nc3ccccc3)n2)nc1N	1
CC1(C)C2CCC1(CS(=O)(=O)N1CCCc3ccccc31)C(=O)C2 (stereo not given)	-37
CCc1sc(NC(=O)CN2CCOCC2)nc1-c1ccccc1	-46
O=C(CSc1nnc2ccccn12)Nc1ccccc1C(=O)NC1CC1	1
C=CCn1c(CCC(=O)O)ccc1-c1ccccc1	-41
CCn1c(=O)cc(OCC(=O)N2CCN(C(=O)c3ccco3)CC2)c2ccccc21	4
(next part)
SMILES	GBA enhancer
CCOC(=O)C1CCN(C(=O)c2ccc(Br)o2)CC1	-6
CCOC(=O)c1nnn(-c2nonc2-n2cccc2)c1CN1CCCCC1	0
CCn1c(=O)cc(SCC(=O)NCC2CCCO2)c2ccccc21 (stereo not given)	-14
O=C1CCc2cc(S(=O)(=O)NCCC(=O)NC3CCN(Cc4ccccc4)CC3)ccc2N1	-9
Clc1ccc(CN2C3=NCCN3c3ccccc32)cc1Cl	-45
Cn1c(=O)c2cc(S(=O)(=O)NCCC(=O)N3CC=C(c4ccccc4)CC3)ccc2n(C)c1=O	-13
CC(=O)N1SC(N)=NC1c1ccccc1 (stereo not given)	5
O=C(CSc1nnc(-c2ccccn2)n1Cc1ccco1)c1ccccc1	-44
CCCc1nnc2n1N=C(c1ccc(OC)c(OC)c1)CS2	-19
COc1cc(OC)cc(OCC(O)Cn2cnc(-c3ccccc3)c2)c1 (stereo not given)	-2
CCOC(=O)CCC(NC(=O)c1ccc(NCN2C(=O)CCC2=O)cc1)C(=O)OCC (stereo not given)	-2
O=C(O)CSc1nc(-c2ccccc2)nc2c1oc1ccccc12	-5
O=C(COC(=O)c1cnccn1)Nc1ccc2c(c1)OCO2	3
O=C(Nc1cccnc1)C1CCCN1S(=O)(=O)c1ccc(Cl)c(Cl)c1 (stereo not given)	-14
